High-throughput results (PubChem)
S1P4 antagonist = S1P4 receptor antagonists, primary screen, cell-based | S1P4-expressing cells, antagonist mode, reporter read-out | AID 1510, 2009 | actives 0.26% (n = 220,000) | Sphingosine 1-phosphate receptor 4 (Homo sapiens), O95977 | inhibition, % at 4.98 µM; in the data active means inhibition above about 29%;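 further: 0% = wells stimulated with agonist and 100% = vehicle wells without agonist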
Ba/F3 V617F tox = reduced viability of JAK2V617F-dependent Ba/F3 cells, primary screen, JAK2V617F inhibitor project, cell-based, Ba/F3 EpoR-JAK2V617F, luminescence. ATP luminescence. inhibition, % at 5.6 µM. actives 1.1% (n = 220,000). AID 1446, 2008;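 active means inhibition above the campaign mean plus 3 SD over all tested compounds, cut at about 24% in these data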;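 further: cytokine-independent growth of Ba/F3 cells driven by EpoR plus mutant JAK2; 0% = DMSO-treated cells and 100% = JAK inhibitor I control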
MDM2 E3 inh = MDM2-luciferase reporter signal enhancers, primary screen, MDM2 E3 ligase inhibitor project, cell-based, luminescence, 1536-well; cell-based MDM2 ubiquitination luciferase reporter, 2 h; 0 = plate control, 100 = twice control, blank-subtracted; signal enhancement, % at 5 µM; actives 0.11% (n = 210,000); AID 1230, 2008;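 active means signal enhancement of 30% or more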;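 further: luminescence tracks abundance of the self-degrading MDM2-luciferase fusion protein; higher signal means inhibition of MDM2 E3 ligase activity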
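Material: Stable MDM2–luciferase fusion reporter cells | Amount: 2000 cells seeded into each well | Dosing: One concentration, 5 µM, with 0.2% DMSO | Incubation: 4 h cell settling then 2 h compound exposure, 37 °C | Measured by: Luciferase luminescence | Read-out basis: % enhancement relative to plate controls after blank subtraction | Benchmarks: Control and blank well means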
S1P4 ag = S1P4 receptor agonists, primary screen, cell-based; Sphingosine 1-phosphate receptor 4 (Homo sapiens), O95977; S1P4-expressing cell line, agonist reporter assay; activation, % at 4.98 µM; actives 0.35% (n = 220,000); AID 1509, 2009; in the data active means activation above about 11%;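 further: 0% = DMSO vehicle and 100% = reference agonist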
eIF4E-4G inh = eIF4E–eIF4G protein interaction inhibitors, primary screen, biochemical, uHTS, TR-FRET, eIF4GI fragment | Eukaryotic translation initiation factor 4E (Mus musculus) + Eukaryotic translation … | TR-FRET eIF4E-eIF4GI(517-606) binding, 2 h | inhibition, % at 21.7 µM | actives 0.37% (n = 220,000);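 active means inhibition above about 30%, limit read from the data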;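 further: 0% = full FRET control wells and 100% = background wells lacking eIF4GI fragment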
Wee1 degr inh = Wee1 degradation inhibitors, primary screen, cell-based, HeLa, Wee1K328M-luciferase, luminescence; HeLa Luc-Wee1K328M stability; 100% = proteasome inhibitor MG132 effect; reporter increase, % at 5 µM; actives 1.2% (n = 220,000); AID 1321, 2008;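 active means activation above the mean of all tested compounds plus 3 SD, set per screening run, cut at about 8.8% in these data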;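 further: cells exposed to compound for 20 h before luminescence read; 0% = DMSO alone and 100% = MG132 at 30 µM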
PERK inhibitor = block of dimerizer-induced PERK translation repression, primary screen, PERK inhibitor project, CHO PERK-DD cells, SEAP luminescence, HTS; CHO PERK-DD fusion, SEAP luminescence translation reporter; inhibition, % at 5.6 µM; actives 0.17% (n = 220,000); AID 1416, 2008;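 active means inhibition above the mean inhibition of all tested compounds plus 3 SD, set separately per screening campaign, cut at about 2.9% in these data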;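 further: PERK kinase domain activated by AP20187 dimerizer at 100 nM; 0% = DMSO with dimerizer and 100% = rapamycin at 8.4 µM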
NPY2 pot ag = NPY-Y2 potentiators or agonists, primary screen, cell-based; Neuropeptide Y receptor type 2 (Homo sapiens), P49146; AID 1359, 2008; activation, % at 3.6 µM; actives 0.45% (n = 220,000); cells expressing NPY-Y2, potentiator/agonist read-out; in the data active means activation above about 27%;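 further: cells stimulated with NPY near EC25 plus isoproterenol at EC100; 0% = vehicle plus submaximal agonist and 100% = vehicle plus saturating agonist; some results beyond the cut were filed as inactive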
BaF3 parental = parental Ba/F3 cell viability inhibition, counter-screen for JAK2V617F inhibitor project, murine pro-B, CellTiter-Glo luminescence. CellTiter-Glo ATP luminescence. inhibition, % at 5.6 µM. actives 1.1% (n = 220,000). AID 1486, 2009;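 active means inhibition above a per-campaign cutoff, the mean inhibition of all tested compounds plus 3 SD, cut at about 27% in these data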;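 further: 0% = DMSO wells and 100% = JAK Inhibitor I control wells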
* marks the source's active call; other numbers are inactive results; nt = no result given; & = joins results of further samples; [ ] = remark or other dose. Rows were taken by chance; about 4.1% have a hit in one of these screens.

SMILES	S1P4 antagonist	Ba/F3 V617F tox	MDM2 E3 inh	S1P4 ag	eIF4E-4G inh	Wee1 degr inh	PERK inhibitor	NPY2 pot ag	BaF3 parental
Cn1c(O)c(N=NC(=O)c2cccc(S(=O)(=O)N3CCCCC3)c2)c2ccccc21	-1.9	-0.1	-13.8	1.9	-7.6	-2.0	-0.6	-0.2	1.0
O=C(c1ccco1)[C@@H]1[C@@H]2C(=O)N(c3ccc(F)cc3)C(=O)[C@@H]2[C@H]2C=Cc3ccccc3N21	-7.5	3.0	-15.2	0.1	2.3	0.2	0.3	-1.1	7.2
CC(C)[C@H](Nc1ncnc2c1oc1ccccc12)C(=O)O	21.9	-0.3	-7.4	-1.2	-5.2	-2.5	1.0	0.6	-1.4
CCCCNC(=S)NNC(=O)c1nn(C)cc1Cl	-16.9	1.6	4.1	0.9	0.4	-0.1	0.0	-1.9	2.3
CCOC(=O)c1oc2ccc(S(=O)(=O)n3nc(-c4ccc(OC)cc4)cc3N)cc2c1C	-7.0	-0.8	-7.6	-0.3	1.0	-1.6	1.0	-19.6	3.6
CC(=O)CC(=O)Nc1ccc(C(N)=O)cc1	-1.7	-3.8	-22.1	0.8	1.2	-1.3	0.4	-16.9	3.1
COC(=O)N/N=C/c1cn(Cc2ccccc2Cl)c2ccccc12	-4.1	-4.2	-4.2	-0.1	-1.7[fluorescence artefact?]	-0.8	0.5	18.3	1.5
COc1ccc2c(c1)CCc1c(C(=O)NCCCn3ccnc3)noc1-2	-5.8	3.2	-0.9	1.9	0.4	2.6	-1.3	-19.4	1.0
O=C(/C=C/c1cccc([N+](=O)[O-])c1)NC1CC2CCC1C2 (centres undefined)	0.4	-3.2	nt	1.1	-1.7	5.9	0.6	-2.6	-0.1
CCCCN(CCCC)CCNC(=O)c1ccc2nc(-c3ccccc3NC(C)=O)c(=O)[nH]c2c1	-9.9	-0.1	-10.4	0.1	1.0	-2.5	1.1	17.2	4.7
Cc1ccc(OCCCC(=O)NC(C)c2ccccc2)c(C)c1 (centres undefined)	16.1	6.0	-7.0	-0.1	3.8	0.6	-0.6	-34.7	8.8
COC(=O)C1=C(C)N=C2SCCC(=O)N2C1/C=C/c1ccccc1 (centres undefined)	-12.1	-0.9	-15.4	3.3	-2.5	1.7	-1.0	3.5	2.5
O=C(CSc1ccc([N+](=O)[O-])cn1)Nc1ccc(N2CCOCC2)c(Cl)c1	-1.8	-2.9	-5.5	0.8	2.0	-5.6	1.1	0.8	3.0
N#Cc1c(NC(=O)CCCl)sc2c1CCCCC2	-8.5	3.7	-9.9	-1.8	0.4	-1.2	-0.2	-2.9	5.4
COc1ccc(-c2noc(CCC(=O)NC3CCCC3)n2)cc1	9.1	0.2	-7.0	0.7	0.7	-0.3	0.1	-10.0	0.0
O=C1c2cccc3c([N+](=O)[O-])ccc(c23)C(=O)N1Cc1cccnc1	72.1*	41.6*	-17.1	2.1	12.0	2.9	0.7	-0.2	36.6*
Oc1ccccc1/C=N/Nc1nccnc1Cl	6.5	9.9	-30.8	-1.3	0.1	1.3	-0.3	-8.0	8.2
OCCN(CCO)CC(O)COc1ccc(Br)cc1 (centres undefined)	-20.7&-3.3	-1.3&-2.7	-3.8&-11.1	1.2&-1.3	6.0&-5.3	1.4&-1.8	1.1&0.3	13.8&-16.6	0.4&-0.9
CCOc1ccc(N(CC(=O)NCC2CCCO2)S(=O)(=O)c2ccc(OC)c(OC)c2)cc1 (centres undefined)	-11.6	-3.2	-14.1	1.0	0.0	-2.0	-0.6	4.8	4.2
O=S(=O)(Cc1cc(-c2ccccc2)no1)c1ccccc1	9.8	5.7	-23.7	-0.7	3.7	3.4	0.9	-9.3	10.0
Cc1cc(N/N=C/c2ccccc2Cl)nc(NCc2ccccc2)n1	2.8	0.3	-6.3	-0.2	4.5	1.4	-0.8	-13.6	9.8
COc1ccc(OC)c(C2CC(c3ccc(NS(C)(=O)=O)cc3)=NN2C(=O)c2ccccc2)c1 (centres undefined)	-0.1	2.1	-2.4	0.2	5.1	4.6	-0.2	-4.5	4.3
CCCOc1cccc(C(=O)NC(=S)Nc2cccc(C(F)(F)F)c2)c1	9.9	-5.0	-19.6	-0.7	0.6	-1.7	-0.2	-15.7	0.9
O=C(OCC(=O)N1CCCc2ccccc21)c1cncc(Br)c1	-10.5	0.0	-8.6	-0.9	-3.0	1.4	0.8	6.9	6.6
O=C(N/N=C/c1cccs1)c1ccc(NC(=O)c2ccccc2Cl)cc1	4.6	-2.1	-11.7	1.4	4.5	-1.6	0.4	-3.1	-3.0

Gathered by group, those above with fluorine (two)
SMILES	S1P4 antagonist	Ba/F3 V617F tox	MDM2 E3 inh	S1P4 ag	eIF4E-4G inh	Wee1 degr inh	PERK inhibitor	NPY2 pot ag	BaF3 parental
O=C(c1ccco1)[C@@H]1[C@@H]2C(=O)N(c3ccc(F)cc3)C(=O)[C@@H]2[C@H]2C=Cc3ccccc3N21	-7.5	3.0	-15.2	0.1	2.3	0.2	0.3	-1.1	7.2
CCCOc1cccc(C(=O)NC(=S)Nc2cccc(C(F)(F)F)c2)c1	9.9	-5.0	-19.6	-0.7	0.6	-1.7	-0.2	-15.7	0.9

The listing continues:
SMILES	S1P4 antagonist	Ba/F3 V617F tox	MDM2 E3 inh	S1P4 ag	eIF4E-4G inh	Wee1 degr inh	PERK inhibitor	NPY2 pot ag	BaF3 parental
CCCCCC(=O)NC(=S)Nc1ccc(N2CCCCC2)c(Cl)c1	-6.5	1.0	-8.4	-0.8	-4.2	-2.4	0.2	-28.4	3.6
COc1ccc(/C=C/C(=O)NC(C)CCc2ccccc2)cc1 (centres undefined)	-14.4	0.8	2.2	0.9	-23.8	2.7	-0.5	2.6	7.6
CS(=O)(=O)N(CC(=O)NCC1CCCO1)c1cc(Cl)ccc1Cl (centres undefined)	-2.7	-0.3	-85.5	0.5	3.0[fluorescence artefact?]	0.8	0.4	4.6	6.5
CCOC(=O)c1cn(-c2nc(-c3ccc(Cl)c(Cl)c3)cs2)c2c(F)c(N3CCOCC3)c(F)cc2c1=O	-2.1	3.8	-4.2	-1.0	-24.4	-2.7	0.1	5.9	5.8
CC(C)(C)N1C(=O)c2ccccc2NC(=O)N1Cc1ccccc1	-1.4	1.1	-8.7	3.0	-4.3	-1.1	-0.8	13.9	3.6
CCC(C(=O)OCC(=O)Nc1ccccc1-c1ccccc1)c1ccccc1 (centres undefined)	-6.0	-5.1	3.0	-0.1	3.8	3.6	1.3	-4.3	3.1
CC(CC(=O)C1C(C)C=CCC1(C)C)NNC(N)=O (centres undefined)	-8.0	1.3	-9.0	1.2	-1.0	-0.3	0.4	-4.6	3.9
S=C(NCC1CCCO1)Nc1cccc(Cl)c1 (centres undefined)	-8.9	-3.9	-27.6	0.7	-0.2	0.3	0.7	-8.8	4.0
CC(NC(=O)c1cc(COc2ccc3ncccc3c2)on1)c1ccc(F)cc1 (centres undefined)	-11.3	30.8*	-23.6	-0.3	-1.1	3.0	-1.5	34.4	36.4*
CCOc1ccccc1NC(=O)C1CCC(CNc2c(N3CCCCC3)c(=O)c2=O)CC1 (centres undefined)	-1.6	1.1	1.9	-1.6	-11.7	5.5	0.2	-16.4	0.2
CCOc1ccc(-n2cc(C(=O)N3CCCCCC3)c3cc(OC)c(OC)cc3c2=O)cc1	8.1	3.1	5.9	-0.6	1.9	-1.4	-1.2	-14.0	5.2
CCc1ccc(C(=O)CSc2nc3ccccc3c(=O)[nH]2)cc1	-21.9	-0.3	-8.6	3.7	-4.7	-0.8	0.2	-15.5	4.9
Cc1cc(C)n(S(=O)(=O)/C=C/c2ccccc2)n1	4.4	20.8	-19.3	2.5	-3.9[fluorescence artefact?]	0.0	-1.4	-6.2	12.1
O=C(c1cccc(C(F)(F)F)c1)C1CCCN(C(=O)CCCn2cncn2)C1 (centres undefined)	-14.6	1.8	-7.4	2.7	-0.3	-2.3	0.8	-13.9	3.7
COc1ccc(CCNC(N)=S)cc1OC	4.8	-1.2	-0.5	0.8	-1.7	-2.3	0.8	8.9	-0.1
COc1ccc(CNc2ccc(C)c(C)c2)cc1	-3.5	-2.4	-1.0	0.2	-0.1	1.4	0.2	1.5	8.0
CC(C)OC(=O)CSc1n[nH]c(-c2cccnc2)n1	-5.6	9.0	0.2	0.9	0.1[fluorescence artefact?]	-3.8	-0.3	3.1	-1.3
CC(C)CCn1c(-c2nonc2N)nc2ccccc21	-14.7	0.7	-6.8	1.0	4.1	-2.0	0.1	-31.6	1.7
CC(=O)c1ccc(OCC(O)CN(C)Cc2cccs2)cc1 (centres undefined)	-10.1	0.7	-17.3	0.2	3.3	-3.0	-0.4	-0.9	1.5
CCOC(=O)c1c(C)[nH]c(C)c1C=O	5.6	-4.9	-0.8	-0.4	-0.7	-1.8	0.2	-11.8	0.3
CCOP(=O)(OCC)c1nc(-c2cccc3ccccc23)oc1NCCc1ccc(OC)cc1	-8.8	2.4	-8.6	1.4	0.1[fluorescence artefact?]	-0.3	-0.9	5.1	12.2
CCOC(=O)c1sc(NC(=S)NC(=O)c2ccccc2Cl)c(C(=O)OCC)c1C	-3.4	1.0	-5.2	-2.6	-6.6	-1.3	1.2	-13.8	2.4
CN(C)S(=O)(=O)c1ccc(N2CCCC2)c(C(=O)Nc2ccc(N3CCOCC3)cc2)c1	3.1	-2.5	2.2	1.0	1.5	1.7	-0.3	10.0	-0.9
C=CCc1ccc(OCCOCCOc2ccccc2[N+](=O)[O-])c(OC)c1	8.1	-2.9	-12.3	-0.7	4.7[fluorescence artefact?]	2.6	0.8	3.7	2.2
CSc1ccccc1C(=O)NCCc1ccc(S(=O)(=O)N2CCCCC2)cc1	-13.8	-2.2	-6.2	-0.4	-0.1	0.3	-2.1	-14.0	4.2
CCn1c(C)nc2cc(C(=O)NNC(=S)Nc3ccc(Cl)cc3Cl)ccc21	5.0	-3.8	-13.1	-0.7	-4.4	-0.5	0.4	-16.5	2.2
O=C(c1ccccc1F)N1CCN(c2ccc([N+](=O)[O-])c3cccnc23)CC1	-1.3	0.5	-2.1	2.7	1.1	0.4	-1.3	11.4	8.3
COc1cc2c(cc1OC)C(c1cccs1)N(C(=S)NC(C)C)CC2 (centres undefined)	-0.7	2.4	-2.0	0.2	-3.3	0.1	-0.6	-12.0	5.2
OCCC1CN(Cc2cc3c(cc2Cl)OCO3)CCN1C1CCCCC1 (centres undefined)	6.2	6.0	-10.7	-1.5	0.4	-1.2	1.0	-13.6	5.0

Taken from above.
CCCCNC(=S)NNC(=O)c1nn(C)cc1Cl in Ba/F3 V617F tox → 1.6
CCOC(=O)c1sc(NC(=S)NC(=O)c2ccccc2Cl)c(C(=O)OCC)c1C in S1P4 antagonist → -3.4
